# Bioassay records (PubChem BioAssay)
# SENP8 block-1 = human SENP8 protease inhibitors, primary screen, biochemical, fluorescence, Nedd8 protein substrate, uHTS. Sentrin-specific protease 8 (Homo sapiens), Q96LD8. recombinant SENP8. inhibition, % at 20 µM. 360,000 tested, 0.64% active. AID 602440, 2012; in the data active = inhibition mostly above about 40%, no sharp cut-off; inactive = mostly below about 27%
# SENP8 block-2 = SENP8 protease inhibitors, primary screen, biochemical, luminescence; purified SENP8, Z-RLRGG-aminoluciferin cleavage; AID 2540, 2010; 330,000 tested, 1.2% active; Sentrin-specific protease 8 (Homo sapiens), Q96LD8; inhibition, % at 10 µM; in the data active = inhibition above about 50%
# PfGluPho inh = PfG6PD enzyme inhibitors, primary screen, biochemical, fluorescence intensity, uHTS. glucose-6-phosphate dehydrogenase-6-phosphogluconolactonase (Plasmodium falciparum 3D7). PfGluPho enzyme, NADPH resazurin-diaphorase fluorescence. inhibition, % at 20 µM. 350,000 tested, 0.78% active;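 active = inhibition reaching at least a set limit at 20 µM in the primary screen, cut at about 59% in these data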;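 also: 0% = DMSO wells with substrate and 100% = DMSO wells lacking glucose-6-phosphate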
# SENP1 FRET inh = human SENP1 catalytic domain inhibitors, primary screen, biochemical, FRET, uHTS; Sentrin-specific protease 1 (Homo sapiens), Q9P0U3; 360,000 tested, 0.21% active; recombinant SENP1 catalytic domain, CyPet-SUMO1-YPet FRET cleavage; AID 624204, 2012; inhibition, % at 10 µM;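 active = inhibition at least 30% at 10 µM, raw YFP signal under a set limit, fluorescence ratio 0.5 to 1.5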;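 also: 0% = enzyme with DMSO and 100% = no enzyme wells; some results filed as inactive read as strong as hits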
# Target sequence (Q9P0U3 419-644 limits assumed): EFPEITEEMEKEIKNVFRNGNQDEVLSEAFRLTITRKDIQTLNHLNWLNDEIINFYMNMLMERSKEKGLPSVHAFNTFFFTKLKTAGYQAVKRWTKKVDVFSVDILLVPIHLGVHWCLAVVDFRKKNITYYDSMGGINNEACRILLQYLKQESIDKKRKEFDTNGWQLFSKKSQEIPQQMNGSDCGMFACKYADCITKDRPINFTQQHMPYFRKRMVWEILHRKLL
#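 system = hSENP1 catalytic domain, recombinant | reagent = SFCypet-SUMO1-SFYpet substrate at 25 nM | doses = one dose per compound, 10 µM, 0.5% DMSO | incubation = enzyme reaction for 50 min at room temperature, dark | measured by = FRET, CFP and YFP emission | controls = no-enzyme low, enzyme-DMSO high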
# Apaf1 inhib = inhibitors of human Apaf-1 apoptosome, primary screen, biochemical, DEVD-Rh110 fluorescence, uHTS; Apoptotic protease-activating factor 1 (Homo sapiens), O14727; reconstituted apoptosome caspase-3 activity; inhibition, % at 20 µM; 330,000 tested, 0.71% active; AID 489030, 2010; active = inhibition of at least 40% at 20 µM;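 also: plate controls were DMSO wells for no effect and DEVD-CHO caspase inhibitor wells for full effect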
#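 System: reconstituted apoptosome with Apaf-1, cytochrome c, caspase-9, procaspase-3, dATP; Signal: Rh110 fluorescence intensity; Schedule: 30 min compound preincubation, 50 min activation, room temperature; Reagent: cytochrome c trigger plus (Z-DEVD)2-Rh110 caspase-3 substrate.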
# SENP7 inh = SENP7 protease inhibitors, primary screen, biochemical, luminescence, uHTS | Sentrin-specific protease 7 (Homo sapiens), Q9BQF6 | inhibition, % at 5 µM | recombinant SENP7, Z-RLRGG-aminoluciferin luminescence, 40 min | 330,000 tested, 1.5% active;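 active = inhibition above about 50% at the single test dose, limit read from the data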;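 also: plate controls were DMSO with enzyme for no effect and no enzyme buffer wells for full effect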
# Target sequence (Q9BQF6 706-1050 limits assumed): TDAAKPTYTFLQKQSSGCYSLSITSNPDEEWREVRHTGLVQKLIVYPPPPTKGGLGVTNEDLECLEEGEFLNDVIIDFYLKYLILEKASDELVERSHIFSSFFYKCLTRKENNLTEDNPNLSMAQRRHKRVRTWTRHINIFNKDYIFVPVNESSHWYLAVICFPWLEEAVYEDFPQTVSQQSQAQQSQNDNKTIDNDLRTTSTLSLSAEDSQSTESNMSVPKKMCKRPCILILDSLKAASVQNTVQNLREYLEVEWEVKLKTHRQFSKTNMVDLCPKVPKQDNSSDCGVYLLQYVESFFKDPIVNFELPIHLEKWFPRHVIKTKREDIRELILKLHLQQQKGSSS
# HKDC1 inh = HKDC1 hexokinase inhibitors, primary screen, biochemical, fluorescence, uHTS; recombinant HKDC1, G6PDH/diaphorase resazurin coupled fluorescence; 340,000 tested, 0.16% active; inhibition, % at 20 µM; AID 493160, 2011; Q2TB90;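 active = inhibition above about 35% when tested at 20 µM, limit read from the data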;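 also: plate controls were DMSO wells with enzyme for no effect and DMSO wells lacking enzyme for full effect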
#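 System: Recombinant HKDC1 hexokinase | Amount: HKDC1 at 5 µg/mL | Reagent: Glucose with 1 mM ATP | Doses: Single 20 µM dose | Incubation: Reaction time 90 min, room temperature, protected from light | Signal: Coupled resazurin fluorescence, excitation 525 nm, emission 613 nm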
# SENP6 inh = SENP6 protease inhibitors, primary screen, biochemical, luminescence, uHTS | inhibition, % at 10 µM | 330,000 tested, 1.8% active | Recombinant SENP6 catalytic domain, aminoluciferin luminescence;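 active = inhibition above about 50% at the single tested dose, limit read from the data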;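 also: plate controls were DMSO wells with enzyme for no effect and DMSO wells lacking enzyme for full effect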
# Target sequence (Q9GZR1 628-1112 limits assumed): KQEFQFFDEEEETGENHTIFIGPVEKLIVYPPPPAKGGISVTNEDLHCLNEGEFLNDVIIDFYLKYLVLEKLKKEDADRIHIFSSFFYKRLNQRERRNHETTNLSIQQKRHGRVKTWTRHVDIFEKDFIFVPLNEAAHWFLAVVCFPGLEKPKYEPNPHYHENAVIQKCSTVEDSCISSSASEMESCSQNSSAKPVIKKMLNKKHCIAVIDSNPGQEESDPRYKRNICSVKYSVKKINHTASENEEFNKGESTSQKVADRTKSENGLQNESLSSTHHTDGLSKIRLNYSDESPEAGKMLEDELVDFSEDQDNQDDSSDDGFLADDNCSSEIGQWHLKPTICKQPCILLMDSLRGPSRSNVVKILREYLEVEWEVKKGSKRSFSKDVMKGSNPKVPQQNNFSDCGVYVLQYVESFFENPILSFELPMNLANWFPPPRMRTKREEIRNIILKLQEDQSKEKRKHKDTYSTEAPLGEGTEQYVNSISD
# * = called active by the depositor.
no.	Molecule	SENP8 block-1	SENP8 block-2	PfGluPho inh	SENP1 FRET inh
1	COc1ccc(C(CNc2ccc(S(=O)(=O)N3CCCC3)cc2[N+](=O)[O-])N2CCCC2)cc1 (stereo not drawn)	14	9	14	8
2	O=C(CSCc1ccc(F)cc1)N1CCOCC1	17	-8	-12	0
3	O=C(CSc1nnc(CNc2ccc(F)cc2)n1Cc1ccco1)N1CCOCC1	9	2	11	-1
4	Cn1c(/C=C/N(Cc2ccccc2)c2ccccc2)c([N+](=O)[O-])c(=O)n(C)c1=O	22	8	-8	-1
5	O=C(CN1CCCC1)OCCCC1CCCCC1	18	1	8	0
6	CC(OC(=O)C1CC1)C(=O)Nc1cc(C(F)(F)F)ccc1Cl (stereo not drawn)	6	-3	-7	1
7	CCOC(=O)N1CCN(S(=O)(=O)N2CCCC(C(=O)NCCCN3CCCCC3CC)C2)CC1 (stereo not drawn)	11	1	4	-5
8	COc1ccccc1C(=O)NC(=O)COC(=O)C1CC1C (stereo not drawn)	3	-14	-11	3
9	O=C(Nc1ccc(S(=O)(=O)NC2CCCCC2)cc1)c1ccc(Br)o1	5	-3	12	-1
10	COc1ccc(CCNC(=S)NC(=O)c2cccc([N+](=O)[O-])c2)cc1OC	0	9	-1	3
11	COCc1cc(=O)[nH]c(N2CCN(c3ccccc3OC)CC2)n1	-1	-3	-2	1
12	Cc1cc(C)c(N=Cc2c(O)n(-c3nccs3)c(=O)c3ccccc23)c(C)c1	-2	-3	1	-12
13	CCOc1ccc2nc(COC(=O)c3cccc([N+](=O)[O-])c3)c(C(C)=O)[n+]([O-])c2c1	-33	-1	-3	-3
14	O=C(CCc1nc(-c2ccccc2Cl)no1)NC1CCCC1	-1	-6	9	0
15	Cc1ccc(SC[C@H](Cc2ccccc2)N2CCN(CC(C)C)CCC2=O)cc1	8	-19	15	-2

no.	Apaf1 inhib	SENP7 inh	HKDC1 inh	SENP6 inh
1	16	-2	-8	19
2	-6	-7	-2	-10
3	-1	3	-4	-10
4	11	10	-22	11
5	-13	-4	-5	-10
6	-2	4	0	19
7	-61	0	2	5
8	4	-9	-4	-27
9	6	-2	-6	-24
10	18	2	1	2
11	8	5	-4	-6
12	2	-5	-5	-7
13	19	-12	-5	-19
14	13	0	-8	-16
15	30	-10	-1	4

# Four compounds from above, sorted by number of heavy atoms, descending:
no.	Molecule	SENP8 block-1	SENP8 block-2	PfGluPho inh	SENP1 FRET inh
1	COc1ccc(C(CNc2ccc(S(=O)(=O)N3CCCC3)cc2[N+](=O)[O-])N2CCCC2)cc1 (stereo not drawn)	14	9	14	8
13	CCOc1ccc2nc(COC(=O)c3cccc([N+](=O)[O-])c3)c(C(C)=O)[n+]([O-])c2c1	-33	-1	-3	-3
12	Cc1cc(C)c(N=Cc2c(O)n(-c3nccs3)c(=O)c3ccccc23)c(C)c1	-2	-3	1	-12
6	CC(OC(=O)C1CC1)C(=O)Nc1cc(C(F)(F)F)ccc1Cl (stereo not drawn)	6	-3	-7	1

no.	Apaf1 inhib	SENP7 inh	HKDC1 inh	SENP6 inh
1	16	-2	-8	19
13	19	-12	-5	-19
12	2	-5	-5	-7
6	-2	4	0	19

# Some of these compounds in order of the SENP6 inh value, largest number first:
no. | Compound | PfGluPho inh | SENP1 FRET inh | SENP7 inh | HKDC1 inh | SENP6 inh
1 | COc1ccc(C(CNc2ccc(S(=O)(=O)N3CCCC3)cc2[N+](=O)[O-])N2CCCC2)cc1 (stereo not drawn) | 14 | 8 | -2 | -8 | 19
5 | O=C(CN1CCCC1)OCCCC1CCCCC1 | 8 | 0 | -4 | -5 | -10
8 | COc1ccccc1C(=O)NC(=O)COC(=O)C1CC1C (stereo not drawn) | -11 | 3 | -9 | -4 | -27

# The list continues.
no.	Molecule	SENP8 block-1	SENP8 block-2	PfGluPho inh	SENP1 FRET inh
16	CCNC(=O)C1CC(=O)OC12CCCCC2 (stereo not drawn)	23	-4	-22	0
17	Cn1cnnc1SC1c2cccc3cccc(c23)C1NS(=O)(=O)c1ccc(Cl)cc1 (stereo not drawn)	7	6	-8	1
18	CCCC(=O)Nc1ccc(C#Cc2ccccc2)cc1	11	6	-1	-4
19	COc1ccc([C@H]2CC(=O)C=C(c3cccc(C(F)(F)F)c3)C2)cc1	-334	-8	22	-1
20	O=C(CS(=O)(=O)Cc1ccccc1)N1CCN(Cc2ccc3c(c2)OCO3)CC1	24	2	-3	1
21	Cc1cc(C)nc(Nc2nc3ccccc3o2)n1	15	-2	-13	4
22	CCOc1ccc(S(=O)(=O)N(C)c2ccc(OCC(=O)Nc3ccc4[nH]c(=O)[nH]c4c3)cc2)cc1	10	-3	5	1
23	COc1cc2cc(CN(CCN3CCCC3)C(=O)Nc3ccccc3Cl)c(=O)[nH]c2cc1OC	-472	-13	28	0
24	Nc1nc(SCC(=O)Nc2cccc(Oc3ccccc3)c2)n[nH]1	9	-5	8	3
25	CCOc1ccc(CCNC(=O)COC(=O)c2c(C)nn(-c3ccccc3)c2C)cc1OCC	2	6	24	3
26	CCc1ccc(NC2=NCC(c3ccccc3)S2)cc1 (stereo not drawn)	15	9	-2	4
27	N#CC1=C(N)Oc2c(O)cc3ccccc3c2C1c1ccsc1 (stereo not drawn)	6	0	92*	-15
28	Cc1noc(C)c1C(=O)Nc1ccc(-n2ccc(C(F)(F)F)n2)cc1	12	7	17	2
29	Cc1cc(NC(=O)c2c(Cl)c(C)nn2C)no1	10	-8	-7	0
30	C/C(CC(=O)Nc1ccc2c(c1)OCCO2)=N\NC(=O)Cc1ccccc1	-2	5	-14	4

no.	Apaf1 inhib	SENP7 inh	HKDC1 inh	SENP6 inh
16	10	-11	-2	-19
17	15	6	-2	7
18	10	51*	3	45
19	27	-5	3	-6
20	2	4	-5	-5
21	-1	-7	-3	-16
22	19	-8	-6	-8
23	-3	-6	2	-3
24	11	8	-9	-12
25	2	-3	-6	19
26	11	8	3	-15
27	-5	7	-2	7
28	1	0	-4	5
29	11	0	-5	-6
30	-8	-5	-4	4

# Following part:
no.	Molecule	SENP8 block-1	SENP8 block-2	PfGluPho inh	SENP1 FRET inh
31	CCC(Oc1ccccc1)C(=O)N1CCC(C(N)=O)CC1 (stereo not drawn)	24	-5	11	1
32	CCCC[C@@H]1CNCCN1CC1(c2ccccc2)CC1	4	4	9	-4
33	CCN1CCN(C(=O)C(Cc2ccccc2)NC(=O)c2ccc(Cl)c(S(=O)(=O)N(C)C)c2)CC1 (stereo not drawn)	5	6	0	-2
34	COC(=O)CN(C(=S)Nc1ccc(F)cc1)C1CC(=O)N(c2ccccc2)C1=O (stereo not drawn)	21	-14	11	2
35	Nc1c(-c2ccccc2)c(CSc2nc3ccccc3[nH]2)nn1-c1ccc(C(=O)O)cc1	12	-5	-12	0
36	Cc1cc(-c2ccco2)n(CC(=O)NCCCc2ccccc2)n1	12	-17	18	0
37	CC1CCN(S(=O)(=O)c2ccc(N=NC3=C(O)CC(C)(C)CC3=O)cc2)CC1	16	-3	-12	-4
38	CN(C(=O)CCN1C(=O)c2ccccc2C1=O)C1CCCCC1	5	0	0	0
39	COc1ccc(S(=O)(=O)N2CCCCCC2)cc1C(=O)N(C)Cc1ccccc1F	16	-7	-2	1
40	CCNC(=O)NC(=O)COC(=O)C1CSC2(C)CCC(=O)N12 (stereo not drawn)	21	3	-11	1
41	CCOC(=O)N1CCC(N2CCN(S(=O)(=O)c3ccc4ccccc4c3)CC2)CC1	6	-2	-6	0
42	CCCC(C(=O)NCc1ccco1)N(CC1CCCO1)C(=O)CNS(=O)(=O)c1ccc(F)cc1 (stereo not drawn)	7	-9	-2	1
43	CN1CCN(/N=C/c2ccc(OCc3ccccc3)cc2)CC1	20	3	0	0
44	CCCN(Cc1ccccc1)C(=S)Nc1cccc(C)c1C	7	4	-6	4
45	CC(C)N(C(=O)CSc1nnc(CSc2ncccn2)n1C)C(C)C	16	-1	-26	1

no.	Apaf1 inhib	SENP7 inh	HKDC1 inh	SENP6 inh
31	4	-2	-10	-17
32	-3	-2	-2	-3
33	3	11	4	16
34	2	-1	-9	-17
35	-2	4	-2	-11
36	9	12	-3	-9
37	6	2	11	-5
38	-23	3	-7	-28
39	5	-3	0	-11
40	-3	-5	-7	11
41	2	-11	-8	-4
42	6	-11	-4	-34
43	-6	16	-4	-4
44	8	10	-7	0
45	-11	2	-6	-3

# Full records from above. Screens in order: SENP8 block-1, SENP8 block-2, PfGluPho inh, SENP1 FRET inh, Apaf1 inhib, SENP7 inh, HKDC1 inh, SENP6 inh
# `Nc1c(-c2ccccc2)c(CSc2nc3ccccc3[nH]2)nn1-c1ccc(C(=O)O)cc1` as listed: 12, -5, -12, 0, -2, 4, -2, -11
# `O=C(CSCc1ccc(F)cc1)N1CCOCC1` as listed: 17, -8, -12, 0, -6, -7, -2, -10
# `N#CC1=C(N)Oc2c(O)cc3ccccc3c2C1c1ccsc1` (stereo not drawn) as listed: 6, 0, 92*, -15, -5, 7, -2, 7
# `Cn1c(/C=C/N(Cc2ccccc2)c2ccccc2)c([N+](=O)[O-])c(=O)n(C)c1=O` as listed: 22, 8, -8, -1, 11, 10, -22, 11

# The listing continues:
no.	Molecule	SENP8 block-1	SENP8 block-2	PfGluPho inh	SENP1 FRET inh
46	C/C(=N/NC(=O)c1ccc(Cn2cccn2)o1)c1cccc(NC(=O)c2ccncc2)c1	8	3	-11	1
47	COc1cccc(OCc2nnc(SCC(=O)OCc3ccccc3)o2)c1	5	-2	7	3
48	CC(=O)N/C(=C\c1ccc(F)cc1)C(=O)OCc1ccccc1	3	-5	0	4
49	Cc1cccc(NC(=O)c2ccc(N3C(=O)C4C5C=CC(C6CC56)C4C3=O)cc2)c1 (stereo not drawn)	-14	-11	10	-1
50	C#CCCc1cocc1/C=[N+](\[O-])c1ccc(C(=O)OCC)cc1	-29	-15	22	-12
51	CCOc1ccc(NC(=S)NNc2ccnc3cc(Cl)ccc23)cc1	-20	-10	30	-3
52	CC(NC(=O)c1cccc(S(=O)(=O)N(C)c2ccccc2)c1)c1cccnc1 (stereo not drawn)	3	-1	-12	0
53	COc1ccc(S(=O)(=O)c2cnc3ccc(OC)cc3c2N2CCC3(CC2)OCCO3)cc1	0	-14	-2	-5
54	COCCCNC(=O)c1ccccc1Sc1ccc(NC(C)=O)nc1	3	-15	-14	-1
55	CC(OC(=O)c1ccco1)C(=O)Nc1ccc(C(F)(F)F)cc1 (stereo not drawn)	24	-10	3	1
56	Clc1cccc(Cl)c1Cn1nnc(N2CCCC2)n1	17	-11	3	3
57	COc1ccc(C(CC(=O)O)NC(=O)c2ccccc2)cc1OC (stereo not drawn)	12	-9	-2	1

no.	Apaf1 inhib	SENP7 inh	HKDC1 inh	SENP6 inh
46	8	2	-4	-1
47	4	6	-7	-9
48	2	-1	-4	-4
49	13	-9	0	-7
50	12	-9	4	-12
51	-1	-7	-7	-16
52	38	4	-1	5
53	11	-4	9	-24
54	8	-5	1	3
55	20	-6	-4	2
56	0	-1	-3	0
57	5	-10	-3	-10
